Assay outcomes deposited in PubChem by several laboratories.
H9c2 protect: modulators protecting cardiomyocytes from myocardial damage. H9c2 cardiomyocytes, H2O2 injury protection, ATPLite, 2 h. protection from H2O2 cell death, % at 20 µM. AID 588492. actives 0.63% (n = 360,000);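 active means compounds giving at least 50% protection of heart cells from peroxide-induced death in the single-dose screen, raw or plate-pattern-corrected value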;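 further: 0% = DMSO wells with peroxide and 100% = DMSO wells without peroxide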
HTR2A ag: activates the mouse 5-HT2A serotonin receptor; P35363; CHO-K1 mHTR2A beta-arrestin complementation, luminescence; percent of 30 µM serotonin response; activation, % at 7.6 µM; actives 0.66% (n = 360,000); AID 624169;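 active means activation above a run cutoff, the mean activation of all tested compounds plus 3 SD, cut at about 14% in these data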;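 further: 0% = plate median of compound wells and 100% = 30 µM serotonin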
Target sequence (P35363 whole entry, looked up): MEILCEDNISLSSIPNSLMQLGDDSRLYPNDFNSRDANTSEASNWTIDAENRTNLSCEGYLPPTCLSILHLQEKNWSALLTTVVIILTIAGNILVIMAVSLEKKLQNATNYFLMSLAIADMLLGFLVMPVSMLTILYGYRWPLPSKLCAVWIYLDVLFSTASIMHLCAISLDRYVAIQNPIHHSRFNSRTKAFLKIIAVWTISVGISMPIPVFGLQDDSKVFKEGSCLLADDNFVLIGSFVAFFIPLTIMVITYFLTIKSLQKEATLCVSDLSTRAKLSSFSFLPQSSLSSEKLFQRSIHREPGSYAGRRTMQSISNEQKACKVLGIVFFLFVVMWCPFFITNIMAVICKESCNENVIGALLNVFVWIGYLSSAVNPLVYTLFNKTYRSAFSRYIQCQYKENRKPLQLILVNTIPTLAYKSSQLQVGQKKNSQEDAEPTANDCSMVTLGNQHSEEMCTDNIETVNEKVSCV
ABHD5 PLIN5 PPI: blocks binding of human ABHD5 to perilipin-5 | Split G. princeps luciferase complementation, luminescence, 4 h | inhibition, % at 4 µM | actives 0.78% (n = 360,000) | AID 602281;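 active means inhibition above the mean inhibition across every tested compound plus 3 SD, cut at about 22% in these data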;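 further: 0% = DMSO only wells and the 100% control is not disclosed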
aDG glyco up: alpha-DG glycosylation activation. activation, % at 10 µM. actives 0.22% (n = 360,000). Pro5-aDG cells, alpha-DG glycosylation AlphaScreen (IIH6); 0% Pro5, 100% B10-LARGE cell signal. AID 624168;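 active means activation of at least 8% versus controls, or a plate z-score of at least 8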;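 further: Pro5 are CHO cells carrying HIG-tagged alpha-DG that lacks glycosylation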
ABCB6 inh MLPCN: human ABCB6 transporter inhibition | AID 602162 | Q9NP58 | actives 0.19% (n = 360,000) | fluorescence ratio to DMSO, % at 10 µM | K562-ABCB6 porphyrin accumulation, flow cytometry, 1 h; active compounds read low;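 active means fluorescence ratio to DMSO below 75%, the collection mean minus 3 SD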;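 further: signal is porphyrin accumulated inside mitochondria; 100% equals median channel fluorescence of DMSO control wells; lower ratio means ABCB6 inhibition with less porphyrin fluorescence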
MC4R antag cAMP: antagonists of human melanocortin 4 receptor (MC4R) | P32245 | actives 0.48% (n = 360,000) | inhibition, % at 6.5 µM | MC4R-expressing cells, MTII-stimulated cAMP, LANCE TR-FRET;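 active means inhibition above its plate's cutoff, the mean of tested wells on that plate plus 3 SD, cut at about 29% in these data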;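 further: 0% = Melanotan II alone and 100% = Melanotan II plus saturating MCL0020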
Target sequence (P32245 whole entry, looked up): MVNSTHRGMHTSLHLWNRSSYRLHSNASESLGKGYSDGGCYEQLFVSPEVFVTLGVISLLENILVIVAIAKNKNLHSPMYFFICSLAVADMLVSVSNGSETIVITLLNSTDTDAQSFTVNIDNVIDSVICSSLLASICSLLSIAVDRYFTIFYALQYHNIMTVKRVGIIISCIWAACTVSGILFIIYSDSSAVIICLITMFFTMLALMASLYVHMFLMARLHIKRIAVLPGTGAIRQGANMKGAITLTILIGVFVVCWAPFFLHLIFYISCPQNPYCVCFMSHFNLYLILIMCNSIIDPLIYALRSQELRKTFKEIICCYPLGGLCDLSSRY
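Assay system: U2OS cells stably expressing human melanocortin 4 receptor (MC4R) / Dosing: 6.5 µM / Timing: compound 30 min, challenge 1 h, detection 1 h / Measured by: Eu-cAMP/anti-cAMP TR-FRET, emission 671 nm / Replicates: singlicate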
N-glyco inh: N-linked glycosylation inhibition. actives 0.23% (n = 360,000). reporter increase, % at 12.5 µM. D54 ERlucT glycosylation luciferase reporter, 24 h; percent of 100 nM tunicamycin response;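 active means mean luciferase reporter signal, scaled so untreated is 0 and the glycosylation-blocking control 100, at or above a set limit in every replicate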;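 further: luciferase carries N-glycosylation sites so blocking glycosylation raises the light; 0% = median of neutral control wells and 100% = median of 100 nM tunicamycin wells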
iPSC survival up: enhancers of human iPSC single-cell survival; actives 0.044% (n = 360,000); hiPSC single-cell survival, ATPlite luminescence; 100% = ROCK inhibitor wells, 0% = DMSO; survival enhancement, % at 20 µM; in the data active means survival enhancement above about 18%;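 further: cells exposed to compounds for 16 hours before the ATP read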
Granule exo inh: lytic granule exocytosis inhibition. TALL-104 LAMP-1 surface exposure, flow cytometry; cells stimulated with thapsigargin and PMA. inhibition, % at 10 µM. actives 0.66% (n = 360,000). AID 651702;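 active means inhibition above about 55%, limit read from the data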
MC4R barr agon: agonists of human melanocortin 4 receptor (MC4R) beta-arrestin; U2OS MC4R beta-arrestin complementation, luminescence; percent of melanotan II response, DMSO zero; AID 540308; actives 0.98% (n = 360,000); P32245; activation, % at 8.9 µM;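 active means activation above a per-plate cutoff, the mean activation of sample wells on that plate plus 3 SD, cut at about 8% in these data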
An asterisk follows results filed as active; x = no result given.

SMILES	H9c2 protect	HTR2A ag	ABHD5 PLIN5 PPI	aDG glyco up	ABCB6 inh MLPCN	MC4R antag cAMP	N-glyco inh	iPSC survival up	Granule exo inh	MC4R barr agon
Cc1c(NC(=O)c2ccc(N(C)S(C)(=O)=O)cc2)c(=O)n(-c2ccccc2)n1C	-1	-5	1	-0.4	101	8	-2	-0.4	-7	-1.2
Cc1cc(C(=O)Nc2sc(C)c(C)c2C#N)c(C)o1	-5	0	5	-0.1	98	-5	0	-2.5	0	1.6
O=C(Cc1ccccc1F)NCC(c1ccco1)N1CCCCC1 (stereo not drawn)	4	-1	0	0.3	109	26	0	1.6	-4	2.7
C[C@H](NC(=O)c1ccccc1Cl)C(=O)OCC(=O)N1CC2(C)CC1CC(C)(C)C2 (stereo partly drawn)	2	3	-5	-0.4	103	-8	2	14	-3	1.3
O=C(NCCC1CCCCN1S(=O)(=O)c1ccccc1)C(=O)Nc1ccc(F)cc1F (stereo not drawn)	-4	-2	-1	-0.1	96	-1	1	-0.5	-3	0.3
COCCCNC(=S)N1CCN(c2nc3ccccc3s2)CC1	-5	2	-15	0.6	94	-1	1	-0.9	0	-2.0
Cc1ccc(CNc2nc(C)c(C(=O)N(C)C)s2)cc1	-5	0	1	0.0	78	2	1	4.2	7	-1.0
O=C(CN1C(=O)NC2(CCCC2)C1=O)Nc1cc(Cl)ccc1Oc1ccccc1	3	-1	-7	-0.4	86	1	-1	-0.1	-1	-0.4
Cn1ccc2c(-c3ccc(C(C)(C)C)cc3)cc3c(c21)C1CCC3C1 (stereo not drawn)	-2	-3	0	-0.4	98	x	0	0.4	-1	x
Cc1cccc(C)c1NC(=O)COC(=O)c1cc(=O)c2ccccc2o1	4	0	1	-0.1	88	10	1	-0.1	7	-2.5
CCOc1c2ccc(C(=O)NCc3ccc4c(c3)OCO4)cc2nn1CC	0	5	-1	0.3	97	5	2	1.4	4	-0.7
Cc1ccc(NC(=S)N(CCN2CCOCC2)Cc2cc3cc4c(cc3[nH]c2=O)OCO4)cc1	9	-4	-1	-0.4	94	0	0	-0.7	1	-1.5
CC1(C)CC(=O)C=C(Nc2ccc(O)c(C(=O)O)c2)C1	-1	14	18	-0.1	86	-7	2	-0.7	21	0.1
COC(=O)C(C)NC(=O)COc1ccc2ccccc2c1 (stereo not drawn)	1	-3	1	-0.1	97	25	0	2.2	-2	2.3
O=c1cc(CSc2ccccn2)c2ccccc2[nH]1	1	-1	-3	0.2	87	2	-4	-2.3	4	-1.3
Cc1ccc(NC(=O)CCNS(=O)(=O)c2ccc3[nH]c(=O)oc3c2)cc1C	-1	5	-5	0.3	104	6	7	2.4	-1	1.0
O=C(O)CCCC(=O)N1N=C(c2ccccc2)CC1c1cccs1 (stereo not drawn)	-2	5	2	-0.1	95	13	4	-0.2	-5	-0.3
CC1CCN(CC(=O)Nc2sc3c(c2C#N)CCC3)CC1	1	-2	0	0.0	96	1	-1	-0.2	-4	-0.7
CN(C)S(=O)(=O)Oc1ccc(Cl)cc1C(=O)Nc1cccc(C(F)(F)F)c1	-5	-5	-7	-0.1	100	7	0	4.9	21	-1.0
Cc1ccc(CNC(=O)COC(=O)Cc2ccc(-c3ccccc3)cc2)cc1	-7	-4	-10	0.0	97	1	1	-0.2	-2	0.9
CCC(c1nnnn1-c1ccc2c(c1)OCCO2)N1CCN(c2ncccn2)CC1 (stereo not drawn)	x	2	-12	-0.1	103	x	x	-0.2	-5	x
O=C(CSc1ncnc2sccc12)Nc1ccccc1	11	-1	-4	-0.4	99	20	2	0.4	-9	-1.6
CCc1ccc(CN(C)C(=O)c2cc(COc3ccc(OC)cc3Cl)on2)nc1	-4	0	0	0.1	96	5	0	-0.5	-1	-2.7
COc1ccc([C@@H]2C(C#N)=C(N)S[C@@H](c3ccccc3)[C@@H]2[N+](=O)[O-])cc1	10	-3	5	0.1	104	5	-2	-0.5	-3	-1.4
OCC[C@@H]1C[C@@H](O)[C@H](O)[C@]2(OCCCc3ccccc32)O1	0	0	0	0.0	100	4	3	5.7	-16	-1.1
O=S(=O)(c1ccc(Cl)cc1)n1ccc(-c2cccc(OCc3c(F)cccc3Cl)c2)n1	-10	-1	0	-0.1	94	2	-1	3.9	1	-2.2
CCN(CC)S(=O)(=O)c1cccc(NC(=O)/C=C/c2ccc([N+](=O)[O-])cc2)c1	-4	1	1	0.4	90	-1	-2	-0.8	0	3.1
COc1ccc(NC(=O)Nc2ccc3c(c2)C(=O)N([C@H](C)CO)C[C@H](C)[C@@H](CN(C)C(=O)Nc2ccc(C(F)(F)F)cc2)O3)cc1	0	-1	-2	0.0	96	-2	0	-1.2	-1	-0.3
Cc1cc(Oc2cc(N)cc([N+](=O)[O-])c2)ccc1Cl	-8	-1	-10	0.0	91	14	-3	1.1	-1	2.8
COC(=O)c1ccc(N2C(c3cc(OC)cc(OC)c3)=Cc3ccc(-c4cnc(OC)nc4)cc3C2CC(=O)C2CC2)cc1 (stereo not drawn)	x	0	0	0.9	99	x	x	0.0	0	x
O=C(Nc1ccc(CN2CCOCC2)cc1)c1ccc(-c2cccc([N+](=O)[O-])c2)o1	62*	-11	7	-0.2	91	10	-3	-0.4	8	-1.5
CCOC(=O)[C@]12CCCC=C1N(CCC1=CCCCC1)C(=O)[C@H](CC(=O)N1CCN(C(=O)C3CC3)CC1)C2	x	-9	-3	-0.2	x	x	x	x	-7	x
CC1=NNC(=O)C1CCC(=O)N/N=C/c1ccc(Cl)cc1Cl (stereo not drawn)	-5	-1	3	-0.1	101	-1	2	0.0	-3	-0.2
O=C(CCCN1C(=O)[C@H]2CC=CC[C@H]2C1=O)NCc1nc(-c2ccccc2)no1	0	1	-1	0.1	110	16	1	-0.5	-10	-1.3
COC(=O)c1c(NC(=O)CSc2nc(-c3ccco3)cc(C(F)(F)F)n2)sc2c1CCCC2	-8	12	-1	-0.4	95	-4	-1	1.8	2	-0.7
Cc1nnc(NC(=O)Cc2cccs2)s1	-9	5	1	-0.1	80	5	0	1.0	-3	-1.4
CC(=O)NC(Cc1ccc(F)cc1)C(=O)NC1CCN(C(=O)Nc2cccc(C)c2)CC1 (stereo not drawn)	-5	-4	8	-0.1	96	1	2	0.3	-10	-0.2
O=C(Cn1cc(-c2nnnn2-c2ccc(Cl)cc2)c(=O)c2ccccc21)c1ccccc1	-1	-2	13	-0.1	93	2	-4	-1.7	0	-1.1
CCCn1nc(C(=O)OCC(=O)c2c(N)n(C)c(=O)n(C)c2=O)c2ccccc2c1=O	61*	7	-7	0.3	97	18	2	0.0	-1	4.4
CCC1Sc2ccc(S(=O)(=O)CCC(=O)Nc3c(Cl)cc(OC)cc3OC)cc2NC1=O (stereo not drawn)	2	5	7	-0.2	101	3	0	-0.4	-4	-2.1

Given with two lines to a compound: entries from further up.
Under each structure – H9c2 protect, HTR2A ag, ABHD5 PLIN5 PPI, aDG glyco up, ABCB6 inh MLPCN, MC4R antag cAMP, N-glyco inh, iPSC survival up, Granule exo inh, MC4R barr agon
> COC(=O)c1c(NC(=O)CSc2nc(-c3ccco3)cc(C(F)(F)F)n2)sc2c1CCCC2
→ -8, 12, -1, -0.4, 95, -4, -1, 1.8, 2, -0.7
> Cc1nnc(NC(=O)Cc2cccs2)s1
→ -9, 5, 1, -0.1, 80, 5, 0, 1.0, -3, -1.4

Remaining list, next part:
SMILES	H9c2 protect	HTR2A ag	ABHD5 PLIN5 PPI	aDG glyco up	ABCB6 inh MLPCN	MC4R antag cAMP	N-glyco inh	iPSC survival up	Granule exo inh	MC4R barr agon
Cc1ccc(CSCc2ccc(C(=O)O)o2)cc1	5	-2	-5	0.1	97	-2	2	0.1	7	1.1
Cc1nn2c(NCc3ccccn3)cc(C(C)(C)C)nc2c1-c1ccccc1	4	-4	5	0.2	100	15	-9	-0.9	19	-2.2
O=C(Nc1ccc2nc(SCc3ccc(Cl)cc3)sc2c1)c1ccccc1C(=O)N1CCOCC1	4	-2	-4	0.2	120	64*	-4	7.6	4	10.0*
O=[N+]([O-])C1=C(Nc2cccc3ccccc23)CS(=O)(=O)C1	8	2	1	-0.2	100	11	2	1.2	2	-2.3
Cc1ccccc1-c1nc(CN2CCC(C(=O)NC3CC3)CC2)c(C)o1	5	-6	3	0.1	95	-2	-2	-0.2	-17	-0.3
CC(NC(=O)COC(=O)c1cccs1)c1ccccc1 (stereo not drawn)	2	0	11	0.2	164	4	0	0.4	1	1.4
CC(=O)N1N=C(c2ccco2)CC1c1ccc(C)cc1 (stereo not drawn)	6	-3	1	0.2	96	6	1	-1.5	-4	0.5
CCn1c(SCC(=O)Nc2ccccc2F)nnc1-c1cnccn1	2	4	4	0.0	92	4	0	-0.4	0	-2.9
Cc1ccc(OCCC(=O)NNC(=O)c2nn(C)c(=O)c3ccccc23)cc1	-3	5	4	-0.1	103	-3	2	0.8	-1	0.0
O=S(=O)(c1ccc(S(=O)(=O)N2CCOCC2)cc1)N1CCCC1	8	4	1	-0.3	97	2	1	-1.2	1	0.9
CCCCNc1nc2ccccc2[nH]1	-3	0	6	0.2	99	0	0	-1.3	4	-1.7
O=C(NNC(=O)C12CC3CC(CC(C3)C1)C2)c1ccco1	-1	0	2	0.2	96	-8	2	2.1	0	-2.2
COc1ccc(C(O)c2ncc(-c3ccccc3Cl)[nH]2)cc1 (stereo not drawn)	-2	0	9	-0.3	102	3	0	0.8	2	-1.8
COc1ccc(CCNC(=O)CCCCn2c(=O)[nH]c3ccccc3c2=O)cc1OC	-5	0	1	-0.1	93	7	0	6.5	4	0.2
COc1ccc(C)cc1NC(=O)c1cc2c(s1)CCC2	-5	-2	-8	0.0	99	2	2	-1.2	8	-0.6
CCN1CC2=C(OC(N)=C(C#N)C2c2ccccc2)/C(=C\c2ccccc2)C1 (stereo not drawn)	9	1	13	-0.1	99	13	0	1.4	4	-3.3
O=C(COc1ccccc1[N+](=O)[O-])Nc1ccccc1N1CCCC1	4	-6	-2	0.0	96	-7	2	0.5	-3	-0.8
CC(C)Oc1ccc(CN2CCC2(C)C(=O)NCc2cccc3ccccc23)cc1 (stereo not drawn)	-13	-3	3	0.3	96	1	-5	-2.4	10	1.9
COc1ccc(OC)c(-c2csc(NC(=O)C3c4ccccc4Oc4ccccc43)n2)c1	-2	-1	1	0.6	96	-9	-5	0.6	-3	1.8
O=C(COc1ccc(Cl)cc1)N1CCCCCCC1	1	0	-4	-0.1	95	1	1	-0.8	-8	-1.6
Cc1ccccc1OCCNC(=S)Nc1ccccc1	-11	-3	7	0.1	101	8	-2	-3.2	11	0.5
S=C(Nc1ccc(Br)cc1)NC1CCCCC1	-15	0	-4	0.8	98	23	0	-1.7	2	4.7
Cc1cc(C)n2cc(CSc3ncn[nH]3)nc2n1	0	-2	3	-0.3	93	7	1	0.6	-2	-2.2
CCO[C@H]1OC(C(=O)N2CCOCC2)=C[C@@H](c2coc3ccccc3c2=O)[C@@H]1CCCO	0	0	-1	-0.1	96	3	-7	-3.8	-3	-1.0
Cn1nnnc1SCC(=O)Nc1nc2ccccc2s1	0	0	4	-0.5	98	10	2	-2.0	1	-0.2
CCOC(=O)/C(C#N)=C/c1cccc([N+](=O)[O-])c1	5	-7	-1	0.2	96	10	2	-0.3	2	-1.4
